# Screening results from PubChem.
# GSK3A inh: blockers of GSK3A enzyme activity – biochemical, luminescence, cell-free homogeneous, HTS, primary screen | Glycogen synthase kinase-3 alpha (Homo sapiens), P49840 | 320,000 tested, 0.1% active | GSK-3 alpha kinase, ADP-Glo luminescence, 60 min | inhibition, % at 10 µM;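 in the data active means inhibition above about 50%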;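 further: GST-tagged GSK-3 alpha with peptide substrate and 25 µM ATP; 0% = DMSO neutral wells and 100% = GW8510 positive control wells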
# Target sequence (P49840 whole entry, looked up): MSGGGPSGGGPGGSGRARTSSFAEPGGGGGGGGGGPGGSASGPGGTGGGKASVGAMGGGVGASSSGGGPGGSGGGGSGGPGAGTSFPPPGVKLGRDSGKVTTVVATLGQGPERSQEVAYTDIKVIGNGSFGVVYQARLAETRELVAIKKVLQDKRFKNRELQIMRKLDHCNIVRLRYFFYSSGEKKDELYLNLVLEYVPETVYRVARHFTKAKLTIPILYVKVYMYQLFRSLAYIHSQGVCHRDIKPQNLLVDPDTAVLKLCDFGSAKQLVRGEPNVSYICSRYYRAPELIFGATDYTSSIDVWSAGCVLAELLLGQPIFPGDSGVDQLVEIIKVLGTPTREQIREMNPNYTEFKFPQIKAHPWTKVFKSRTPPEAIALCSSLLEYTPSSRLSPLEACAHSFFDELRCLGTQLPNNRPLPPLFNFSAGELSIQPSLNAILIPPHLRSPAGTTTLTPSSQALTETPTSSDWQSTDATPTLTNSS
# GSK3B inh: human GSK3beta kinase inhibitors, primary screen, biochemical, cell-free homogeneous, HTS | 300,000 tested, 0.038% active | GST-GSK3beta kinase, ADP-Glo luminescence, 60 min; stronger effect = lower value | activity score (negative = inhibition), % at 10 µM | AID 2097, 2009;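 active means more than half of replicate wells score below -50%, meaning over 50% inhibition versus plate controls; inconclusive means some replicates but at most half score below -50%; inactive means no replicate scores below -50%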;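 further: 0% = median DMSO wells and -100% = median GW8510 positive control wells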
# Target sequence (P49841 whole entry, looked up): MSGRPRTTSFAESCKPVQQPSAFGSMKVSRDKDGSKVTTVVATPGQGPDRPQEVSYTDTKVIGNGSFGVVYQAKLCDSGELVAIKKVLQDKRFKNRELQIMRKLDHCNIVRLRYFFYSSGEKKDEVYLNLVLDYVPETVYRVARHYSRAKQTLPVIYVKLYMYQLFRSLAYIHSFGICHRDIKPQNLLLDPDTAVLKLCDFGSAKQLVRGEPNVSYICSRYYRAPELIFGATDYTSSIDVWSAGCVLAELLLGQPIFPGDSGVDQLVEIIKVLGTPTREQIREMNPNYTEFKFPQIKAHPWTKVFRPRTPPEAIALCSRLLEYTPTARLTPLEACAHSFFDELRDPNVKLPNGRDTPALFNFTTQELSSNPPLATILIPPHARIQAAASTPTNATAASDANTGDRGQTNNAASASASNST
#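 Test system – GST-tagged human GSK3beta kinase, cell-free · Incubation – 60 min enzyme reaction, room temperature · Signal – ADP-Glo luminescence · Also added – peptide substrate and ATP at 25 µM · Controls – DMSO neutral wells and GW8510 at 20 µM as positive · Buffer or medium – Tris/MgCl2 kinase buffer · Measure – Luminescence-derived activity versus plate DMSO and GW8510 wells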
# HSF1 inhib: HSF1 inhibitors in luciferase reporter cells, primary screen, cell-based, NIH3T3, luminescence; 300,000 tested, 0.77% active; NIH3T3-HGL HSE-luciferase, MG132-induced, luminescence 8 h; stronger effect = lower value; activity change, negative = inhibition, % at 7.5 µM (by protocol);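 active means more than half of replicate wells show activity change below -50%, luminescence cut by over half; inconclusive means some wells, but at most half, below -50%; inactive means no replicate well below -50%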;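 further: luciferase reports HSF-1 transcriptional activity via heat shock element; 0% = median of DMSO wells and -100% = zero luminescence signal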
# DYRK1A inh: rat Dyrk1A kinase inhibitors, primary screen, biochemical, single point, plate reader; Dual specificity tyrosine-phosphorylation-regulated kinase 1A (Rattus norvegicus), Q63470; 310,000 tested, 0.43% active; ADP-Glo luminescence, NFATc1 peptide; inhibition, % at 12.5 µM; in the data active means inhibition above about 50%;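 further: plate controls were vehicle with enzyme for no effect and no enzyme for full effect; many of its hits are not listed in these tables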
# HSF-1 act: HSF-1 activators, primary screen, NIH3T3-HGL cells, MG132 stress, luminescence, single point; NIH3T3-HGL HSF-1 luciferase reporter, 8 h; 100% = twice DMSO control signal; 300,000 tested, 1.7% active; AID 504408, 2011; activation, % at 9 µM;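 active means mean replicate activation of at least 50% with a set share of replicates each reaching 50%; inconclusive means only one of those two conditions met; inactive means mean below 50% and too few replicates reaching it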;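 further: 0% = median of the neutral control wells and 100% = twice that signal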
# PolyA inhibitor: polyadenylation inhibitors in yeast reporter cells, primary screen, luminescence, S. cerevisiae | 300,000 tested, 0.02% active | AID 1875, 2009 | S. cerevisiae SKY197-pL101 polyadenylation reporter, beta-gal luminescence; efflux-impaired pdr1/pdr3 knockout yeast; score 100 = 6 SD above DMSO | calls only at 12 µM;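 active means lowest replicate activity score at least 50, where 100 means six control SD above control mean; inconclusive means lowest score under 50 but half or more replicates reach 50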;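 further: yeast exposed to compound for 9 h at 30 °C; higher score means more reporter readthrough which indicates perturbed polyadenylation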
# AI-2 QS modul: Vibrio harveyi AI-2 quorum sensing modulators, primary screen, JMH597 strain, luminescence/OD600 ratio; Vibrio harveyi JMH597 AI-2 luminescence/OD600 ratio, 9 h; stronger effect = lower value; strain lacks LuxN and CqsS sensors; 0 = neutral-control median; activity change, % at 7.5 µM; 300,000 tested, 0.4% active; in the data active means activity change below about -75%, passing the limit was not always enough; inconclusive means no clear call, values can overlap the other calls;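 further: luminescence divided by OD600 gain over 9 h not by final OD600 alone; inactives centre near 13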
# Platelet DG rel: inhibitors of platelet dense granule secretion, primary screen, cell-based, MLPCN, human platelets; human platelet-rich plasma, SFLLRN dense granule ATP release, luminescence; inhibition, %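 (compounds screened at 7.5 µM in platelet-rich plasma)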; 300,000 tested, 0.22% active; AID 1663, 2009;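 active means mean replicate score, as percent of positive control, at or above 50; inconclusive means mean below 50 but at least one replicate at or above 50; inactive means mean and every replicate below 50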
# HSP90 inh: HSP90 inhibitors, primary screen, cell lysate, luminescence. Rabbit reticulocyte lysate, luciferase refolding luminescence, 3 h. inhibition, % at 5.6 µM. 290,000 tested, 0.91% active. AID 1789, 2009;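 active means inhibition above the screen-wide mean plus 3 SD, computed separately per campaign, cut at about 16% in these data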;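 further: 0% = DMSO wells and 100% = 60 µM geldanamycin wells; inhibitors lower the luminescence because luciferase stays unfolded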
# HDAC3 inh: HDAC3 deacetylase inhibitors, primary screen, biochemical, fluorescence, cell-free homogeneous. Histone deacetylase 3 (Homo sapiens), O15379. inhibition, % at 8.3 µM. 320,000 tested, 0.15% active. recombinant HDAC3, fluorogenic peptide/trypsin coupled; in the data active means inhibition above about 26%, passing the limit was not always enough; inconclusive means no clear call, values can overlap the other calls
# Active calls of the source: *; i = inactive; ? = inconclusive; . = no result given. An excerpt; count on the stated rates, not on these rows.
# Each structure is followed by: GSK3A inh, GSK3B inh, HSF1 inhib, DYRK1A inh, HSF-1 act, PolyA inhibitor, AI-2 QS modul, Platelet DG rel, HSP90 inh, HDAC3 inh
> Cc1ccc(S(=O)(=O)N2CCCCC2)cc1C(=O)NCC1CCCO1 (centres undefined)
→ -1, -4, 4, -1, 10, i, 15, -28, -4, ?
> CN(Cc1ccccc1)Cc1ccccc1F
→ -1, -1, -4, -1, -1, i, 8, -2, 2, -2
> CCCOc1ccccc1C1NC(=O)NC(C)=C1C(=O)OCCOC(C)C (centres undefined)
→ -2, -1, -6, 2, 6, i, 20, -17, 0, 4
> Cn1c(=O)c2c(ncn2CCCc2ccccc2)n(C)c1=O
→ 0, -1, -4, -1, 19, i, 6, -4, -1, 0
> COc1ccccc1NC(=O)CSc1ccc2nnc(-c3ccccn3)n2n1
→ -1, 1, 1, 0, 3, i, 8, -21, ., -4
> Cc1cccc(N2CCN(S(=O)(=O)c3c(C)[nH]c(C)c3C(=O)N3CCCC3)CC2C)c1 (centres undefined)
→ -2, -3, 17, 3, 55*, i, 14, 4, -2, 2
> CCc1ccccc1NC(=O)CCNS(=O)(=O)c1ccc2c(c1)CCC(=O)N2
→ 0, 1, -5, -2, 1, i, 13, -9, -2, ?
> O=C(Nc1cc(C(F)(F)F)ccc1Cl)C(Sc1nnc(-c2cccs2)o1)c1ccccc1 (centres undefined)
→ -2, -3, 9, 1, -5, i, 20, 11, -2, 13
> Cc1cc(Cl)ccc1OCCCC(=O)N1CCN(C)CC1
→ -2, 1, -1, 10, 7, i, 17, 10, -3, 0
> Cc1c(C(=O)Nc2ccccc2F)sc2ncn(CC(=O)N3CCOCC3)c(=O)c12
→ -1, 4, -1, 4, -7, i, 29, 21, -6, 4
> COc1cccc(C(=O)Nc2nnc(-c3ccccc3)s2)c1
→ 1, 2, 26, 1, 46, i, 2, 4, 3, 1
> O=C(NC1CCCc2ccccc21)C1CCC(CNS(=O)(=O)c2cccc3nsnc23)CC1 (centres undefined)
→ -2, 0, 0, -2, 8, i, 1, -1, -2, 3
> COc1ccc(N(CC(=O)NCCc2ccc(C)cc2)S(=O)(=O)c2c(C)noc2C)cc1
→ 5, 0, 6, -5, 4, i, 16, -1, -4, -3
> C=C(C)CN(CC)c1ccc(N2C(=O)CCCC2=O)cc1[N+](=O)[O-]
→ -2, 3, -6, -5, 7, i, 14, 1, 4, 6
> O=C(Cc1ccccc1)NC(NNc1ccccc1)(C(F)(F)F)C(F)(F)F
→ -2, 4, -3, 2, 0, i, 24, 6, 0, 4

# Profiles as entered above. Values in the order: GSK3A inh	GSK3B inh	HSF1 inhib	DYRK1A inh	HSF-1 act	PolyA inhibitor	AI-2 QS modul	Platelet DG rel	HSP90 inh	HDAC3 inh
# Shown for Cc1ccc(S(=O)(=O)N2CCCCC2)cc1C(=O)NCC1CCCO1 (centres undefined) : -1	-4	4	-1	10	i	15	-28	-4	?
# Shown for Cc1cccc(N2CCN(S(=O)(=O)c3c(C)[nH]c(C)c3C(=O)N3CCCC3)CC2C)c1 (centres undefined) : -2	-3	17	3	55*	i	14	4	-2	2
# Shown for COc1cccc(C(=O)Nc2nnc(-c3ccccc3)s2)c1 : 1	2	26	1	46	i	2	4	3	1
# Shown for O=C(Cc1ccccc1)NC(NNc1ccccc1)(C(F)(F)F)C(F)(F)F : -2	4	-3	2	0	i	24	6	0	4
# Shown for Cc1cc(Cl)ccc1OCCCC(=O)N1CCN(C)CC1 : -2	1	-1	10	7	i	17	10	-3	0

# (more compounds)
# Each structure is followed by: GSK3A inh, GSK3B inh, HSF1 inhib, DYRK1A inh, HSF-1 act, PolyA inhibitor, AI-2 QS modul, Platelet DG rel, HSP90 inh, HDAC3 inh
> O=C(NCc1cc([N+](=O)[O-])ccc1O)c1cc(-c2ccncc2)nc2ccccc12
→ -5, 1, -6, 8, -3, i, 17, 9, -1, 2
> COCCCNC(=S)NC1CC2CCCC(C1)N2Cc1cccs1 (centres undefined)
→ 2, -1, -3, -5, 21, i, -3, -2, 1, -7
> CC(C)(C)NC(=O)Cn1nnc(-c2ccccc2NC(=O)c2cnccn2)n1
→ 0, 1, -1, 1, 2, i, 21, -2, -2, 7
> N#Cc1ccccc1Sc1ccccc1C(=O)OCC(=O)NC1CCS(=O)(=O)C1 (centres undefined)
→ -1, -4, 0, 3, 8, i, 6, 15, -4, 3
> COc1ccc(N(Cc2cc3ccc(C)cc3[nH]c2=O)C(C)=O)cc1
→ 0, 4, -3, -1, 17, i, 12, 1, -3, 2
> O=C(/C=C/c1ccccc1)Nc1cccnc1
→ 1, 3, 16, -2, 18, i, 18, 19, -2, 13
> COc1ccc(N2CCN(C(=O)c3ccc(CS(=O)Cc4ccc(Cl)cc4)o3)CC2)cc1 (centres undefined)
→ -1, 2, -6, 2, 14, i, 17, -10, -6, 6
> O=C(Nn1c(SCc2ccc([N+](=O)[O-])cc2)nc2ccccc2c1=O)c1ccc(F)cc1
→ 8, -9, 28, -1, 52*, i, 9, 9, 5, 0
> CN(C)c1ccc(NC(=S)NC23CC4CC(CC(C4)C2)C3)cc1
→ 0, 6, 16, 3, 35, i, 6, 1, -1, -1
> O=S(=O)(c1cc(Cl)ccc1Cl)N1CCN(Cc2ccco2)CC1
→ -1, 0, -2, -5, 0, i, 20, 8, -2, 1
> COC(=O)/C=C/c1ccc2c(c1)OCO2
→ -1, -2, -4, -4, -8, i, -14, -5, -1, 0
> N#Cc1c(N2C(=O)Nc3ccccc3N2O)sc2c1CCCC2
→ -1, 1, 7, 0, 9, i, 5, -4, 0, 5
> COc1ccc(C(=O)Nc2nnc(SCC(=O)NCc3ccco3)s2)cc1OC
→ 0, 3, -4, -4, -2, i, 3, -1, -1, 0
> CCOC(=O)C1CCCN(CCC(=O)Nc2cc(C)cc(C)c2)C1 (centres undefined)
→ -2, 1, 1, 4, -5, i, 24, -2, 0, 4
> CCOC(=O)N1CCN(C(=O)c2ccc3c(c2)NC(=O)C(N2CCOCC2)S3)CC1 (centres undefined)
→ -7, ., ., -5, ., ., ., ., 1, -2
> Cc1ccccc1N=C1SCC(=O)N1Cc1ccccc1
→ -2, 3, -4, 0, -4, i, 14, -45, -3, -1
> CCC(=O)Nc1cccc(-c2ccc(N3CCN(C)CC3)nn2)c1
→ -1, -2, 22, -3, 17, i, 8, -23, 11, 0
> CC1CCCCN1C(=O)CSc1nc(-c2ccccc2)cc(=O)[nH]1 (centres undefined)
→ -6, 1, 3, 22, 2, i, 66, 0, 5, -2
> CC(=O)N1CCN(C(=O)CCc2nc3sc4c(c3c(=O)[nH]2)CCCC4)CC1
→ 3, 2, 1, 1, 6, i, 29, 8, 1, 2
> CC1CCCCN1CCCNC(=O)c1ccc(N2CCCC2=O)cc1 (centres undefined)
→ -5, -2, -2, -3, -23, i, -11, 3, -4, -1
> CCOc1ccccc1N1CCN(CC(=O)NC(=O)NCc2ccco2)CC1
→ -2, 4, 1, -2, -1, i, -10, -3, 5, -10
> Cc1cccc(C2NC(c3cccc(C)c3)C(C)C(=O)C2C)c1 (centres undefined)
→ -2, 3, 2, -1, -4, i, -2, -1, -2, -1
> Cc1noc(C)c1COc1ccc(C(=O)NCCc2ccc(S(N)(=O)=O)cc2)cc1
→ ., 0, -2, -1, 9, i, 2, -40, ., .
> Cc1cc(C(=O)N2CCN(c3ncccn3)CC2)c2cc(F)ccc2n1
→ -1, -3, 0, 6, -2, i, 13, -5, 4, 2
> Cc1cc(C)c(NS(=O)(=O)c2ccc(NC(=O)c3cccs3)cc2)c(C)c1
→ 1, 8, -1, -10, -5, i, 31, -23, -6, 10
> COc1ccc(S(=O)(=O)N2CCN=C2SCc2cccc(C)c2)cc1
→ 0, -3, 1, 5, 7, i, -5, -30, 4, 7
> CCOc1ccc(C(=O)Nc2ccc(N3CCCC3)cc2)cc1
→ -1, 1, -5, -4, 2, i, 9, 2, 7, -1
> Cc1nc(Nc2ccccc2F)c2oc3ccccc3c2n1
→ 0, 2, 7, 2, 27, i, -8, -3, -4, -3
> Cc1ccccc1NC(=S)NC(C)C(c1ccccc1)N1CCN(C)CC1 (centres undefined)
→ -5, 1, 2, ., -26, i, 24, 0, -3, -6
> CC(C)=C1SC(N2CCN(c3cccc(Cl)c3)CC2)=NC1=O
→ 1, 1, -7, 2, 17, i, 24, 4, -3, 1

# (more compounds)
Molecule | GSK3A inh | GSK3B inh | HSF1 inhib | DYRK1A inh | HSF-1 act | PolyA inhibitor | AI-2 QS modul | Platelet DG rel | HSP90 inh | HDAC3 inh
O=C1c2ccc(-c3ccc4c(c3)C(=O)N(CCO)C4=O)cc2C(=O)N1CCO | 4 | -1 | -5 | -1 | 0 | i | 15 | 6 | -1 | .
Nc1nc(Nc2ccccc2)nc(C(F)(F)F)n1 | 0 | -1 | -1 | 14 | 6 | i | 4 | -4 | -1 | 1
Cc1ccc(CNC(=O)Cn2c(=O)c3sccc3n(Cc3cccc([N+](=O)[O-])c3)c2=O)cc1 | -3 | -2 | 11 | . | 12 | i | 17 | -4 | -3 | -2
CCS(=O)(=O)N1CCC(C(=O)Oc2ccccc2)CC1 | -2 | 0 | 2 | 4 | -10 | i | 24 | 1 | -5 | -1
N#CC(C(=O)O)=C1CCCC1 | -3 | 2 | 0 | -2 | 2 | i | 17 | 4 | 3 | 0
NC(=O)Cn1cnc2c(nnn2-c2cccc(Cl)c2)c1=O | -5 | 2 | -6 | -2 | -7 | i | 5 | 3 | 3 | -4
CCN(C(=O)COC(=O)CNC(=O)c1ccc2ccccc2c1)C1CCS(=O)(=O)C1 (centres undefined) | -5 | 2 | 2 | 4 | 22 | i | 12 | -5 | 0 | 1
COc1ccc(CCC(=O)Nc2cc([N+](=O)[O-])ccc2OC)cc1 | -1 | 3 | 2 | 0 | -1 | i | 19 | 26 | -1 | -1
Cc1ccc(C2(C)NC(=O)N(CC(=O)Nc3c(C)n(C)n(-c4ccccc4)c3=O)C2=O)cc1 (centres undefined) | -2 | 3 | -2 | -1 | 5 | i | 19 | 4 | -3 | -2
COc1ccc(/C=C(/NC(=O)c2ccccc2Cl)C(=O)O)cc1 | -3 | 1 | 15 | 18 | 26 | i | 33 | -14 | 0 | 3
